# sEH inhibitor = blocks human soluble epoxide hydrolase activity; recombinant human sEH enzymatic activity assay; inhibition, % at 2 µM; 0.34% of 91,000 active; P34913; in the data active = inhibition above about 80%; also: values of inactives mirror those of a sister screen read the other way; many of its hits are not listed in these tables
# E coli WT exp = E. coli BW25113 growth inhibition, expanded screen | OD600 absorbance | growth inhibition, % at 100 µM | 0.15% of 98,000 active | AID 710;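 active = growth inhibition above about 50% at one test dose, limit read from the data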;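 also: growth measured after 20 h incubation at 37 °C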
# S1P2 blocker = blocks the human S1P2 receptor. inhibition, % at 5 µM. 0.21% of 97,000 active. cell-based S1P2 antagonist assay, inhibition at 5 uM; in the data active = inhibition above about 45%;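 also: CRE beta-lactamase reporter cells expressing human S1P2 stimulated with S1P; 0% = agonist at EC80 alone and 100% = agonist plus reference antagonist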
# Target sequence (O95136 whole entry, looked up): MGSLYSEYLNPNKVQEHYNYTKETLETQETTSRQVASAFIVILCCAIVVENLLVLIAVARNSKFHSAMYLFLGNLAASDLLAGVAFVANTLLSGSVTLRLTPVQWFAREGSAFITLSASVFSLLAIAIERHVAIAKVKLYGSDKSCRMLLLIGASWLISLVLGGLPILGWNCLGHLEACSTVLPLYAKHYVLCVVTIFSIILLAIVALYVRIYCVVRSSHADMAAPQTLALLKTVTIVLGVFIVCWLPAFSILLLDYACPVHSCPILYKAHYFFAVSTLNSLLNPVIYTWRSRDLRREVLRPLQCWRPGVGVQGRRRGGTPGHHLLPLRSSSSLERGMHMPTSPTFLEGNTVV
# PostGolgi ctrl = inhibits growth of the yeast control strain. efflux-deficient yeast background strain, growth absorbance A615, 16 h. inhibition, % at 10 µM. 5% of 98,000 active
# PostGolgi yeast = growth inhibition of a yeast mutant, post-Golgi transport screen; post-Golgi transport phenotypic cell assay; inhibition, % at 10 µM; 0.9% of 98,000 active; AID 739;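 also: yeast cells grown in 1536-well plates; yeast grown about 18 h at 30C before absorbance read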
# Mac1 fbg inh = CD11b/CD18-fibrinogen binding inhibition; AID 1497; K562 CD11b/CD18 adhesion to fibrinogen, ATPlite luminescence; Mn2+ added to activate the integrin; 0.54% of 93,000 active; P05107+P11215; inhibition, % at 10 µM;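 active = primary inhibition of 50% or more at 10 µM, then 40% or more on retest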; also: some results filed as inactive read as strong as hits
# Target sequence (P05107 whole entry, looked up, other chains not shown): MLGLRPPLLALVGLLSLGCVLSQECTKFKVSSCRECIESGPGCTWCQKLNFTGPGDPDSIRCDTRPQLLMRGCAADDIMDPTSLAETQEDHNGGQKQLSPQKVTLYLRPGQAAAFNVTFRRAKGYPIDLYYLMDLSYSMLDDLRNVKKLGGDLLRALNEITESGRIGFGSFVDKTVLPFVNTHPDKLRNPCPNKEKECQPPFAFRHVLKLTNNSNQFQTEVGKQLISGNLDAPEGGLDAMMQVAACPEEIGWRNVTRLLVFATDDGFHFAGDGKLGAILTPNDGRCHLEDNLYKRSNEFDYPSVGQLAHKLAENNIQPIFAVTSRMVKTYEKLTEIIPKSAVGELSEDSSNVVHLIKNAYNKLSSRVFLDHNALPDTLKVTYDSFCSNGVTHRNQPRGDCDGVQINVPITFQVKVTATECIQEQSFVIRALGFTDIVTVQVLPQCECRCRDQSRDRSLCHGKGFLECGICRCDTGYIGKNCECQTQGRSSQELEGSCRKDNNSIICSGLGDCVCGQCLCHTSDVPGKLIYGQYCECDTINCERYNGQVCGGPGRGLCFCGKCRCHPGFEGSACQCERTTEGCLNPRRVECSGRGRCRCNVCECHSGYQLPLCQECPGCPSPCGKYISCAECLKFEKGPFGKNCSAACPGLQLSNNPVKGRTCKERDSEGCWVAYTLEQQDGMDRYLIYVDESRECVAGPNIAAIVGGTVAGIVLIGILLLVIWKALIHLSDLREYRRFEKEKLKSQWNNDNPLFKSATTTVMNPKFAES
# S1P2 agonist = agonists of human S1P2 receptor | O95136 | S1P2-expressing cell line, agonist reporter read-out | 0.46% of 97,000 active | activation, % at 4.5 µM; in the data active = activation above about 16%;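 also: 0% = vehicle low control and 100% = maximal reference agonist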
# PLAP activator = activators of human placental alkaline phosphatase; purified PLAP enzyme, luminescent substrate read-out; stronger effect = higher value; activation fold at 20 µM; 1.2% of 96,000 active; P05187; in the data active = activation fold above about 2
# sEH activator = increases human soluble epoxide hydrolase activity | P34913 | purified human sEH enzymatic activity, activator screen | activation, % at 2 µM | 0.04% of 91,000 active | AID 717; in the data active = activation above about 37%; also: values of inactives mirror those of a sister screen read the other way
# An asterisk follows results filed as active; · = not tested or not shown. Rule as the data show it, unless noted: active = inhibition above about 30%; inactive = the rest.
SMILES,sEH inhibitor,E coli WT exp,S1P2 blocker,PostGolgi ctrl,PostGolgi yeast,Mac1 fbg inh,S1P2 agonist,PLAP activator,sEH activator
Cc1cc(NC(=O)c2ccc(COc3ccc(Cl)c(C)c3)o2)no1,10,-1,-7,4,-5,-4,-8,0.8,-8
COc1ccc(NC(=O)c2oc3ccccc3c2NC(=O)c2ccco2)cc1,6,-3,-1,-4,2,-6,-8,1.2,-4
COc1ccc(OC)c(-n2nnnc2SCC(=O)O)c1,-20,-1,2,7,5,-7,-3,1.2,13
CCOC(=O)C(Sc1ncc(C#N)c(N)n1)C(C)C (stereo not drawn),-12,2,-16,20,7,-32,-4,0.8,10
CCCc1[nH]nc2c1C(c1cc(OC)cc(OC)c1)C(C#N)=C(N)O2 (stereo not drawn),13,1,-17,-4,10,3,-5,1.5,-12
COc1ccc(CCNc2nc(N3CCOCC3)nc(N3CCOCC3)n2)cc1OC,-6,1,5,20,4,-22,-5,1.2,12
COCCCN(C(=O)c1ccco1)c1nc(-c2cc(OC)ccc2OC)cs1,-2,-12,-3,10,-1,-15,-2,0.9,2
Clc1ccc(CSc2nnc([C@@H]3CCCN3)o2)cc1,8,2,-4,4,-1,-1,-8,1.2,-4
CCOC(=O)C1CCN(Cc2nc3ccc(Cl)cc3n2CCO)CC1,·,-2,6,2,-2,·,-8,1.1,·
COCN(C#N)c1nc(OC)nc(OC)n1,·,3,·,3,-6,61,·,1.3,·
Cc1ccc(N(C(C)C(=O)O)S(=O)(=O)c2c(C)[nH]c(=O)[nH]c2=O)cc1 (stereo not drawn),-5,8,·,-9,5,8,·,1.1,10
CCC(C)N(C(=O)c1csnn1)C(C(=O)NCc1ccc(F)cc1)c1ccco1 (stereo not drawn),0,-3,2,6,7,-15,-8,0.9,1
CCOc1ccccc1-n1c(SCC(=O)N2CCCC2)nnc1-c1ccoc1C,-16,-4,30,10,1,-2,2,1.5,13
Cc1ccc(NC(=O)C2CCCN(S(=O)(=O)c3cccs3)C2)cc1 (stereo not drawn),62,-8,2,9,0,13,-4,1.1,-62
Nc1nc(-c2ccccc2)cc(C(F)(F)F)n1,-11,7,-33,-4,4,-29,-6,0.9,11
COc1ccc(CC(=O)Nc2ccc(S(=O)(=O)Nc3nc(C)cc(C)n3)cc2)cc1,12,0,-19,1,1,0,-3,1.4,-13
COc1ccc(C2CC(C(F)(F)F)n3nc(C(=O)NCCCn4ccnc4)cc3N2)cc1OC (stereo not drawn),·,3,10,0,-5,-22,-2,1.5,·
COc1ccc(C)cc1NC(=O)c1ccoc1C,13,11,-3,20,-3,-12,-6,0.9,-13
Cc1cc(N2CC(C(=O)O)CC2=O)ccc1Br (stereo not drawn),·,-6,19,7,1,·,-7,1,·
Cc1csc(NC(=O)c2ccccc2C(=O)O)n1,-7,2,-11,9,-17,-15,0,0.8,8
CC1CCCC(C)N1CCNC(=O)CCn1nc(-c2ccccc2)ccc1=O (stereo not drawn),·,2,31,0,20,7,-5,1.3,·
O=c1c2cn[nH]c2nc(SCc2ccc3c(c2)OCCO3)n1-c1ccccc1,27,-2,-19,16,-3,-28,0,·,-29
COc1ccc(C(C(O)C(=O)c2c[nH]c3ccccc23)N2CCN(c3ccc(OC)cc3)CC2)cc1 (stereo not drawn),-5,-1,5,-7,-6,·,-4,1.4,4
CCC(=O)Nc1nnc(CCc2ccccc2)s1,-2,·,-7,·,·,·,-7,·,8
O=C1CC(SC(=Nc2ccccc2)Nc2ccccc2)C(=O)N1c1cccc2ccccc12 (stereo not drawn),8,0,3,19,-5,·,-7,0.8,-5

# Compounds from the list above with a furan ring, fused or not (6):
SMILES,sEH inhibitor,E coli WT exp,S1P2 blocker,PostGolgi ctrl,PostGolgi yeast,Mac1 fbg inh,S1P2 agonist,PLAP activator,sEH activator
Cc1cc(NC(=O)c2ccc(COc3ccc(Cl)c(C)c3)o2)no1,10,-1,-7,4,-5,-4,-8,0.8,-8
COc1ccc(NC(=O)c2oc3ccccc3c2NC(=O)c2ccco2)cc1,6,-3,-1,-4,2,-6,-8,1.2,-4
COCCCN(C(=O)c1ccco1)c1nc(-c2cc(OC)ccc2OC)cs1,-2,-12,-3,10,-1,-15,-2,0.9,2
CCC(C)N(C(=O)c1csnn1)C(C(=O)NCc1ccc(F)cc1)c1ccco1 (stereo not drawn),0,-3,2,6,7,-15,-8,0.9,1
CCOc1ccccc1-n1c(SCC(=O)N2CCCC2)nnc1-c1ccoc1C,-16,-4,30,10,1,-2,2,1.5,13
COc1ccc(C)cc1NC(=O)c1ccoc1C,13,11,-3,20,-3,-12,-6,0.9,-13

# Carrying on:
SMILES,sEH inhibitor,E coli WT exp,S1P2 blocker,PostGolgi ctrl,PostGolgi yeast,Mac1 fbg inh,S1P2 agonist,PLAP activator,sEH activator
COC(=O)c1c(C)cc(C)n2c1nc1ccccc12,5,4,-20,7,3,-5,-3,0.9,-5
Cn1ccnc1SCC(=O)Nc1ccccc1,-3,·,-14,·,·,·,-5,·,6
CCN1CCN(c2ccc(NC(=O)c3cccc(OCc4ccccc4)c3)cc2)CC1,-12,-4,-17,0,-2,-12,-2,1.2,13
O=Nc1c(O)n(Cc2ccc(Cl)cc2Cl)c2ccccc12,-15,7,3,65*,34*,-6,-7,1,14
CC1CCN(S(=O)(=O)c2cc(Cl)ccc2Br)CC1,-9,-3,-14,29,8,16,-2,1.2,10
CC(C)CN(CC(C)C)S(=O)(=O)N1CCC(C(=O)NCCN2CCOCC2)CC1,11,8,0,10,6,·,-4,1.3,-11
CCn1c(SCC(=O)Nc2ccc3c(c2)oc2ccccc23)nnc1-c1ccc(N)cc1,6,-5,28,18,42*,41,0,1.5,-8
COc1ccc2c(CC(=O)Nc3ccc(OC)c(NS(=O)(=O)c4ccc(F)cc4)c3)coc2c1,6,-2,-2,14,0,·,-2,1.4,-8
CC(C)COc1ccc(/C(=N/O)c2ccccc2)cc1,-8,3,8,20,7,4,-2,0.7,8
O=c1ccc(NS(=O)(=O)c2ccc(Cl)cc2)cn1Cc1ccc(Cl)c(Cl)c1,-7,4,6,9,2,·,-6,1.2,7
Cc1ccc(CCNC(=O)C2CCCN(S(=O)(=O)c3c(C)nn(C)c3C)C2)cc1 (stereo not drawn),43,7,-4,10,0,-5,-5,1.2,-44
COc1ncnc2c1oc1nc(CC(C)C)c3c(c12)CCCC3,·,1,2,6,2,-3,-3,1.1,·
O=C(NCCCN1CCCC1)c1cccc(N2CCCC2=O)c1,15,-8,-13,2,-8,·,-8,·,-12
CCOC(=O)N1CCN(c2nc(-c3ccc(Cl)cc3)cs2)CC1,·,1,·,7,-1,11,·,1,·
Cc1ccccc1CS(=O)(=O)c1cnc2ccccc2n1,3,1,-10,-3,-5,-11,-1,1,-2
Cc1ccc(-n2cccc2/C=N/n2cnnc2)cc1Cl,5,-7,12,9,-4,2,-3,1,-7
NNC(=O)CCS(=O)(=O)c1ccc2ccccc2c1,15,·,7,·,·,·,-5,·,-14
C/C(=N\NS(=O)(=O)c1ccc(Br)cc1)c1cccs1,14,-4,-19,3,-6,2,-5,1.2,-16
COCc1cc(=O)n2[nH]c(C)nc2n1,·,-11,·,2,-8,-21,·,1,·
CCOc1ccc2cc(C#N)c(SCC(=O)N3CCCC3)nc2c1,-9,·,1,·,·,·,0,·,5
CC(NC(=O)CCCCCN1C(=O)c2ccccc2C1=O)c1ccc2c(c1)CCCC2 (stereo not drawn),54,1,25,9,-6,12,-6,1.5,-53
CC(C)(C)C(=O)Cn1c(NCCO)nc2ccccc21,0,·,1,·,·,·,0,·,3
CC(C)(C)c1ccc(C(=O)N2CCN(c3nc4ccccc4o3)CC2)cc1,4,-5,18,2,-4,2,-3,1,-3
O=C(C1CCCN(S(=O)(=O)c2cnc[nH]2)C1)N1CCN(c2ccc(Cl)cc2)CC1 (stereo not drawn),0,7,14,4,1,-2,-2,1.7,0
COc1ccc(C(=O)N(C(C)C)C(C)C)c(OC)c1,-11,1,-3,2,-4,-9,1,1.2,10

# Next section
SMILES,sEH inhibitor,E coli WT exp,S1P2 blocker,PostGolgi ctrl,PostGolgi yeast,Mac1 fbg inh,S1P2 agonist,PLAP activator,sEH activator
COc1ccc2nc(C)cc(N3CCOCC3)c2c1,5,-2,-23,-9,-3,-34,-3,0.9,0
CCOc1ccc(OCCCCN(C)C)cc1,·,4,·,2,5,6,·,0.9,·
Cn1c(N2CCN(c3ccccn3)CC2)nc2c1c(=O)n(Cc1ccc(Cl)cc1)c(=O)n2C,·,-14,·,15,-6,44,·,1.4,·
CCn1cc(C(=O)NCCCN(C)c2ccccc2)c(=O)c2cc(S(=O)(=O)N(C)C)ccc21,·,-22,·,2,4,5,·,1.4,·
CCCn1c(Nc2ccccc2)nc2ccccc21,-6,-7,-2,3,-6,-12,-4,1,1
Clc1ccccc1-c1nnc(-c2ccccc2Cl)o1,4,·,-43,·,·,·,-4,·,-1
COC(=O)c1cccc(COC(=O)c2ccc(N(C)C)cc2)c1,11,·,-9,·,·,·,-2,·,-7
O=c1oc(-c2ccccc2)nc2c1cnn2-c1ccccc1,6,0,-19,17,7,-12,-6,0.9,-8
Cc1ccc(C2CC(c3ccc(Cl)cc3)n3nc(N)nc3N2)cc1 (stereo not drawn),·,-6,·,7,0,-3,·,1,·
N=C1C(c2nc3ccccc3[nH]2)=C(O)CN1c1ccccc1,-6,6,-31,4,-1,-11,-4,1.2,6
O=C(CN1C(=O)C2C3C=CC(C3)C2C1=O)NCCC1=CCCCC1 (stereo not drawn),13,-1,11,8,15,-2,-7,1.1,-14
CC(C)(C)c1ccc(Cn2ccc(-c3ccc4c(c3)OCO4)n2)cc1,12,5,5,15,21,·,-6,1.1,-10
COc1cc2c(C#N)c(N3CCOCC3)nc(N)c2c(N)n1,-4,-1,-47,18,24,-12,-1,1,9
COc1cccc(C(=O)NC2=NCCS2)c1OC,9,-1,-6,16,21,0,-4,1.1,-6
CCC(C(=O)Nc1cc(C)nn1-c1nc(C)cc(C)n1)c1ccccc1 (stereo not drawn),·,5,-42,48*,17,·,11,1.5,·
O=C(CSc1ncccc1C(=O)O)c1ccc2ccccc2c1,·,3,8,-1,2,·,-6,1.2,·
NC(=O)c1ccc(NC(=O)c2ccc(CN3CCOCC3)cc2)cc1,-11,-3,-8,10,-3,-23,-2,0.9,7
Cc1ccc(Cl)c(OCC(=O)NCc2ccco2)c1,7,13,-6,14,-21,7,3,1.2,-9
O=C(CNC(=O)Cc1ccccc1)NCC(=O)OCC(=O)c1ccccc1Cl,0,7,-6,14,-4,-6,-1,1,-1
CC1=C(C)CS(=O)N(c2ccc(S(N)(=O)=O)cc2)C1 (stereo not drawn),3,4,0,10,1,-1,-1,1,-5
Cn1nnc(NC(=O)CSc2ncn[nH]2)n1,19,7,-19,-6,-1,1,2,1.3,-16
CC1CCCCN1C(=O)Cn1cc(C(=O)c2ccco2)c2ccccc21 (stereo not drawn),-8,7,12,4,4,26,-2,1.5,8
CCOC(=O)C(=O)/C(=C\N(C)C)c1onc(-c2ccccc2)c1C(=O)OC,13,-2,-16,-1,17,-4,-2,1.6,-12
O=c1cc(-c2ccc(Cl)c(Cl)c2)[nH][nH]1,-9,6,-18,-13,10,11,-3,1.2,12
Cc1cc(Oc2ccccc2F)nc(NCc2ccccc2)n1,-8,-8,-38,13,11,2,-2,0.9,11

# Other records.
SMILES,sEH inhibitor,E coli WT exp,S1P2 blocker,PostGolgi ctrl,PostGolgi yeast,Mac1 fbg inh,S1P2 agonist,PLAP activator,sEH activator
O=C(Oc1ccc(Cl)c2cccnc12)N1CCCCC1,·,2,·,7,-3,-9,·,1.5,·
O=C(N/N=C/c1ccc(OC(=O)c2cccs2)cc1)c1ccc(F)cc1,57,-13,2,22,0,11,-5,1,-57
COC(=O)c1c(NC(=O)CSc2nnc(-c3cccnc3)n2Cc2ccco2)sc(C)c1C,0,-11,-22,15,12,23,10,1.5,0
O=C(NNC(=O)c1ccc([N+](=O)[O-])o1)c1ccccc1,-9,100*,3,-2,2,-6,-6,1.1,9
CC(=O)CSc1ncnc2nc[nH]c12,8,2,-15,-7,-4,2,-2,1.1,-10
O=C(CN1C(=O)/C(=C/c2ccccc2)SC1=S)Nc1ncc(Cc2ccccc2)s1,-3,-16,-22,18,-2,-30,-2,1.2,1
Cc1ccc(S(=O)(=O)N2CCN(S(=O)(=O)N(C)C)CC2)cc1,4,-3,7,10,-2,-11,-2,0.9,-4
Cn1c(SCC(=O)NCc2ccc3c(c2)OCO3)nnc1-c1c[nH]c2ccccc12,3,-9,-10,7,5,-4,-6,0.9,-4
CCOc1cc(/C=C(/C#N)C(=O)Nc2ccc(O)cc2)cc(Br)c1O,1,-10,16,22,-3,50,0,0.5,0
O=C(NCN1CCN(CCO)CC1)c1cnccn1,0,1,5,-6,-6,-2,-2,1.1,2

# Screens (PubChem)

# Outcome played no part in choosing rows. Share with any hit: about 7.1%.
